Vif-A3F inh = Vif-A3F binding inhibition | HeLa A3F-eYFP + Vif (tagged APOBEC3F with the HIV-1 protein that degrades it), YFP fluorescence increase | Potency, µM (doses to about 46.1 µM), for the others: at the top dose activity, negative = active | 0.2% of 390,000 active | AID 602313; note: potency is the fitted concentration of half-maximal effect; % of control where 0% means no effect; nearly all actives have a fitted effect of over 65% in size
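HeLa cells stably expressing A3F-eYFP plus Vif, plated and incubated overnight at 37 deg C, then exposed to compounds overnight at 37 deg C. Blocked degradation read as raised yellow fluorescence (Ex 488/Em 500-530).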
D1 potentiator = potentiators of human D1 dopamine receptor. P21728. HEK293 TREx D1 cells, calcium flux, dopamine EC20 potentiation. potentiation, % at 10 µM. 0.036% of 360,000 active; in the data active = potentiation above about 30%; note: 0% is about no effect
Target sequence (P21728 whole entry, looked up): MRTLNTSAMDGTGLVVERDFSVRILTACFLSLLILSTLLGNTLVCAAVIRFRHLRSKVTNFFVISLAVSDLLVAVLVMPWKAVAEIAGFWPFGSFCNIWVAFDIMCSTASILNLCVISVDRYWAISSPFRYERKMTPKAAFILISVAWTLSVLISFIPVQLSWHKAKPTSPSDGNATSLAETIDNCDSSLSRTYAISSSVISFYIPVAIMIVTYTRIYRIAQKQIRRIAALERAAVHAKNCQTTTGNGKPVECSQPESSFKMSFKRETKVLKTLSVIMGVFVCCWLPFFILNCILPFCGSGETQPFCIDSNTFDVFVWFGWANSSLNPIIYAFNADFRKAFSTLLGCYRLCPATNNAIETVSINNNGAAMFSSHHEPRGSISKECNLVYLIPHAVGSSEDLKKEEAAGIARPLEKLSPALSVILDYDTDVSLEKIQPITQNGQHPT
D1 ag = activates the human D1 dopamine receptor. P21728. HEK293 T-REx D1 cells, calcium flux, agonist mode. activation, % at 2 µM. 1% of 360,000 active. AID 504660; in the data active = activation above about 30%; note: 0% is about no effect
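Tetracycline-induced HEK293 TREx D1 cells, force-coupled to calcium signalling, were dye-loaded with a no-wash calcium kit. Compound was pin-added after a 10 s baseline. Fluorescence was read kinetically at 1 cycle/s for 180 s, with calcium rises flagged as agonism.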
RXFP1 agonist = RXFP1 (human) receptor agonism; HEK293T-RXFP1 cAMP TR-FRET, 30 min; response scale: percent of porcine relaxin response, buffer zero; Potency, µM (top dose mostly 57.5 µM), inactives show at the highest dose activation, most hits filed as activators; AID 2676; 0.3% of 370,000 active; note: potency is the fitted concentration of half-maximal effect; % is set by controls: 0 for no effect and ±100 for the full control effect; nearly all actives have a fitted effect of over 60% in size; many of its hits are not listed in these tables
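HEK293T cells stably expressing RXFP1 were pretreated with the PDE4 inhibitor Ro 20174, exposed to compounds for 30 min at 37C, lysed, and cAMP was read by TR-FRET. Data normalized to buffer (basal) and 29 nM porcine relaxin (100%).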
D2 PAM = D2 dopamine receptor (human) potentiation | HEK293 T-REx D2, calcium flux, EC20 dopamine potentiation | potentiation, % at 10 µM | 0.34% of 340,000 active | P14416;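 active = potentiation over 3 SD above the plate norm, cut at about 30% in these data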; note: 0% is about no effect
Target sequence (P14416 whole entry, looked up): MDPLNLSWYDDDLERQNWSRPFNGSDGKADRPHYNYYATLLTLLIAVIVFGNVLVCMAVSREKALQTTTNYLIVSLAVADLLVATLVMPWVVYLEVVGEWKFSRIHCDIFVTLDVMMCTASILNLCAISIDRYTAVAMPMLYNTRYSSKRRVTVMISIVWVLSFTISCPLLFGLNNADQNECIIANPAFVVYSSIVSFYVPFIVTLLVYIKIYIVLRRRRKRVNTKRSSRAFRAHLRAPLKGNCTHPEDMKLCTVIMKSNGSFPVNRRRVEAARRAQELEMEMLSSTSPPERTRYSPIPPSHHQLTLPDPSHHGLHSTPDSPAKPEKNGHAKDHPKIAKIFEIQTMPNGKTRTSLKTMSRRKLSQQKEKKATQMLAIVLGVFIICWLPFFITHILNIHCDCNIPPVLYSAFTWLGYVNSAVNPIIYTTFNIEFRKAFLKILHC
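Calcium flux readout, no-wash dye, 1 read/s. Inducible HEK293 Trex D2 line, overnight 30 C. Compound alone 180 s (agonist flags), then EC20 dopamine, another 180 s to score potentiation.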
D1 antag = antagonists of human D1 dopamine receptor; P21728; HEK293 TREx D1 cells, calcium flux, dopamine EC80; active compounds read low; activity change, negative = inhibition, % at 10 µM; 3.2% of 360,000 active; AID 504652; in the data active = activity change below about -30%; note: % is set by controls: 0 for no effect and ±100 for the full control effect
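After overnight tetracycline induction at 30 C, force-coupled D1 HEK293 cells took up a no-wash calcium dye at room temperature. Compounds were added and monitored 180 s, and the response to EC80 dopamine was then recorded.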
Glioma ERSR ind = inducers of ER stress response in human glioma cells. U87-MG GRP78 promoter luciferase reporter, 16 h. Potency, µM, inactives show at the highest dose activation, hits mostly activators. 0.02% of 420,000 active. AID 602332; note: potency is the fitted concentration of half-maximal effect; series mostly up to about 76 µM; % of control where 0% means no effect; nearly all actives have a fitted effect of over 35% in size
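Stably transfected U87-MG human glioma cells carrying a GRP78-based luminescent sensor were seeded at 1000 cells/well, pin-dosed with compounds and incubated 16 h. Luciferase reagent was then added, and end-point luminescence was read after 10 min at room temperature.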
Vif-APOBEC3G blk = blocks the Vif interaction with human APOBEC3G; Q9HC16; HeLa A3G-eYFP + Vif (tagged APOBEC3G with the HIV-1 protein that degrades it), YFP fluorescence, overnight; Potency, µM (highest dose often 46.1 µM), for inactives: top-dose activity, negative = active, usual class: inhibitors; 0.076% of 410,000 active;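 note: potency is the fitted concentration of half-maximal effect; % is set by controls: 0 for no effect and ±100 for the full control effect; nearly all actives have a fitted effect of over 60% in size; hits raise eYFP signal because A3G escapes Vif-driven loss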
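HeLa cells stably expressing Vif and C-terminally eYFP-tagged A3G, seeded overnight at 37 deg C, then exposed to compound by pintool overnight at 37 deg C. Rise in yellow fluorescence (Ex 488/Em 500-530, Acumen) marks blocked Vif-driven A3G degradation.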
RXFP1 antag = blocks the human relaxin receptor RXFP1; AID 1259400; activity change, negative = inhibition, % at 57.5 µM; HEK293-RXFP1, relaxin-stimulated cAMP HTRF, 30 min; active compounds read low; 0.59% of 350,000 active; Q9HBX9;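 active = activity change of -60% or lower, but not beyond a set lower limit; inconclusive = change between -60% and -40%, or beyond the set limit; inactive = change above -40%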; note: % is set by controls: 0 for no effect and ±100 for the full control effect
* = called active by the depositor; ? = inconclusive; . = no result given; & = joins results of further samples. Unless noted, calls come from the whole dose curve; as a rule, active = well fitted curve in the direction sought with a large enough effect; inconclusive = small, poorly fitted or top-dose-only effect, or another doubt; inactive = no such curve, though single readings can be large; an effect the other way counts as inactive or inconclusive. Some of the compounds tested; rates above refer to the full screens.

SMILES	D2 PAM	Glioma ERSR ind	D1 potentiator	Vif-A3F inh	RXFP1 antag	RXFP1 agonist	Vif-APOBEC3G blk	D1 antag	D1 ag
O=C(O)/C(=C\c1ccc(C(F)(F)F)cc1)c1ccc(S(=O)(=O)N2CCCC2)s1	8	1%	-3	3%	-1	1.2%	-1%	-4	2
CN1CCN(C(=O)C2CCN(S(=O)(=O)c3ccc4c(c3)oc(=O)n4C)CC2)CC1	8	-5%	1	4%	.	5.9%	2%	6	2
CCCCN(C)CCNC(=O)C(=O)c1c(C)[nH]c2ccccc12	-5	-5%	-3	8%	-2	-0.4%	0%	-2	2
CC1CCCN(C(=O)CSc2nnc(-c3c[nH]c4ccccc34)o2)C1 (configuration not stated)	1	5%	-7	-7%	-4	0.0%	-11%	-25	1
CSc1ccc(/C=C/c2cc(=O)c3ccccc3[nH]2)cc1	-7	6%	-9	-16%	21	7.3%	-3%	-22	18
COC(=O)c1ccc2c(c1)NC1=C(C(=O)CC(C)(C)C1)C(c1ccncc1)N2 (configuration not stated)	.	5%	1	-1%	-5	-3.0%	2%	4	4
O=C(c1cc(-c2ccccc2Cl)nc2ccccc12)N1CCC1	10	-3%	1	2%	-13	0.9%	-7%	36	2
CC(C)C(NC(=O)c1c(F)cccc1F)C(=O)NNC(=O)c1ccccc1 (configuration not stated)	.	-3%	.	-1%	-2	.	-5%	.	.
CC(C)NC(=O)c1ccc(Cn2c(SCc3ccc(F)cc3)nc3cccnc32)cc1	6	-1%	3	2%	9	25%	2%	15	9
CCCN(CCC)CCCNC(=O)c1cn(C)c2ccc(S(=O)(=O)N3CCOCC3)cc2c1=O	.	6%	6	-1%	-2	8.5%	4%	-16	1
CC1CCCCC1NC(=O)CSc1nnc(CN2CCOCC2)n1C (configuration not stated)	-1	-2%	-1	-2%	8	0.2%	-1%	5	1
CCOC(=O)N1CCN(C(=O)C2CCN(S(=O)(=O)c3cc(OC)ccc3OC)CC2)CC1	6	-3%	-2	2%	-5	3.1%	2%	8	0
CS(=O)(=O)N1CCN(C(=O)c2ccc(F)cc2)CC1	2	-5%	1	-3%	0	0.0%	0%	-6	0
CCCNC(=O)Cn1c(=O)/c(=C/c2ccc(-c3cccc([N+](=O)[O-])c3)o2)s/c1=C\C(=O)C(C)(C)C	.	-3%	.	?	-4	.	-7%	.	.
C[N+](C)(C)CC/C=C1/c2ccccc2CSc2ccccc21	0	-5%	-6	0%	-3	0.7%	1%	-8	1
CC(C)n1nc(C(=O)NNC(=O)c2ccc(OC(F)F)cc2)c2ccccc2c1=O	-5	-2%	0	1%	1	-0.5%	1%	21	2
CC(C)(C)c1ccc(OCC(=O)OCCNC(=O)c2cccnc2)cc1	-15	-4%	-6	0%	1	1.0%	-1%	-6	6
CCN(CC)P(=O)(Nc1ccc(SC(F)F)cc1)c1ccc(N(C)C)cc1NC(=O)c1ccco1 (configuration not stated)	-6	1%	-4	-1%	-2	1.5%	-5%	-7	6
COCCCNC(=O)Cn1nnc(-c2ccc(NC(=O)c3cccnc3)cc2)n1	7	.	2	.	.	5.8%	.	14	0
CN1C(=O)/C(=C/c2ccccc2OCc2ccccc2F)NC1=S	3	-6%	3	-3%	2	2.7%	2%	-4	1
COc1ccc(CCNC(=O)c2ccc(Cn3c(=O)c4ccccc4n(Cc4cc(C)ccc4C)c3=O)cc2)cc1OC	24	0%	5	-5%	.	1.1%	2%	-2	1
CCCN1Cc2cccc(C(=O)N3CCN(c4ccc(F)cc4)CC3)c2C1=O	-7	-3%	4	-6%	11	0.1%	1%	5	0
COC(=O)c1nnn(-c2nonc2N)c1COc1ccc(C=O)cc1OC	11	-3%	1	-14%	1	2.8%	-15%	-3	2
O=C1c2ccccc2C(=O)N1CCCc1nc(-c2cccnc2)no1	-7	-3%	-1	-7%	-1	0.8%	0%	0	1
FC(F)(F)c1cccc(OCCN2CCN(Cc3ccccc3)CC2)c1	-20	-3%	9	8%	.	1.4%	-5%	6	0
O=C(CCC(=O)Nc1cccnc1)Nc1cccnc1	.	2%	.	7%	0	.	0%	.	.
CC(C)Oc1ccc(C(=O)N2CCC(c3nc4ccccc4s3)CC2)cc1	1	0%	-2	0%	-21	3.0%	0%	-9	2
CCCCC(CC)CNC(=O)C1CCCN(S(=O)(=O)c2cnc[nH]2)C1 (configuration not stated)	6	-5%	9	0%	.	0.2%	-4%	-9	1
CCOc1ccc(S(=O)(=O)Nc2cc3c(C(=O)OC)c(COC)oc3c3ccccc23)cc1	10	-2%	0	-7%	-1	1.4%	?	-8	1
COc1cccc(-c2cc3nc(-c4ccccc4)cc(=O)n3[nH]2)c1	.	3%	-2	1%	-26	-2.9%	?	-1	4
COCc1ccc(C(=O)NC2CCCc3c2cnn3-c2ccc(C)c(C)c2)o1 (configuration not stated)	-4	1%	-9	1%	4	0.5%	1%	-5	2
O=C(O)c1ccc(Cl)c(NC(=O)C2CCN(S(=O)(=O)c3ccc4c(c3)OCCO4)CC2)c1	.	-1%	.	-5%	9	.	-2%	.	.
O=S(=O)(c1cnc[nH]1)N1CCN(c2ccc(Cl)cc2)CC1	.	-4%	15	-1%	-8	0.3%	0%	3	2
COc1cc(NC(=O)c2nccn2C)cc(C(=O)Nc2cccc(C(F)(F)F)c2)c1	0	0%&2%	2	1%&-6%	-8	0.0%	-7%&-3%	19	2
COc1cccc(C=Nc2ccc(C)c(F)c2)c1O	5	-3%	-5	-4%	17	0.6%	-6%	10	2
COCOCCn1cc(CN2CCS(=O)(=O)N(Cc3ccc(-c4ccc(F)nc4)cc3)C(CC(C)C)C2=O)nn1 (configuration not stated)	.	-5%	.	-5%	4	.	-4%	.	.
Cc1c(C)n2c(SCC(=O)NC3CCCC3)nnc2[nH]c1=O	-3	-1%	1	6%	-4	1.6%	-1%	-3	3
Cc1[nH]c(C)c(S(=O)(=O)NCC(C)c2ccccc2)c1C(=O)N1CCCCC1 (configuration not stated)	5	-4%	-6	3%	-4	-2.2%	0%	1	0
COc1ccc(CCNC(=O)N2CCOCC2)cc1	-10	-2%	0	-7%	-2	1.7%	1%	16	3
COC(=O)c1cc(NC(=O)CSc2nncn2C)cc(C(=O)OC)c1	-15	-3%	1	-2%	2	1.7%	2%	0	2
CCOc1ccc(S(=O)(=O)N(CCO)CCO)cc1-c1nc2c(C(C)(C)C)nn(C)c2c(=O)[nH]1	0	2%	30*	-6%	-11	0.2%	-9%	-1	1
O=C(NC(Cc1ccc2c(c1)OCO2)C(=O)NC(Cc1ccccc1)C(=O)O)c1ccccc1 (configuration not stated)	3	-8%	11	0%	5	0.3%	-8%	9	2
Fc1cccc(-c2ncc(-c3ccccc3)o2)c1	.	-3%	.	-5%	-8	.	-5%	.	.
COc1ccc(NC(=O)c2cc(C(C)C)on2)cc1OC	-2	4%	4	-9%	-5	-2.5%	1%	2	2
CCN(CC)S(=O)(=O)c1cccc(NC(=S)NC(=O)/C=C/c2ccc(S(=O)(=O)N3CCOCC3)cc2)c1	9	-5%	-3	-1%	-4	4.4%	0%	-7	1
COc1ccc(N2CC(C(=O)Nc3nnc(SCC(=O)c4ccccc4)s3)CC2=O)cc1 (configuration not stated)	0	2%	-6	0%	-12	4.1%	-8%	4	2
C=CCn1c(SCCCCCC)nc(O)cc1=O	-11	1%	-3	-8%	-18	-0.2%	0%	5	6
CCOc1ccc(N(CC(=O)Nc2ccccc2Cl)S(C)(=O)=O)cc1	2	4%	1	-6%	4	0.8%	?	4	5
O=C(Nc1ccn(Cc2ccc(Cl)cc2)n1)c1ccc2c(c1)OCO2	-6	2%	-2	-4%	-1	-1.5%	3%	-4	2
CCOC(=O)c1sc(NC(=O)COc2ccccc2Cl)c(C(=O)OCC)c1C	-8	.	-3	.	2	3.2%	.	15	1

Following part
SMILES	D2 PAM	Glioma ERSR ind	D1 potentiator	Vif-A3F inh	RXFP1 antag	RXFP1 agonist	Vif-APOBEC3G blk	D1 antag	D1 ag
Cc1nn(-c2ccccc2)c(C)c1/C=C/C(=O)OCC(=O)Nc1ccc(C(N)=O)cc1	.	-3%	5	8%	3	-1.7%	0%	-16	1
O=C(NCc1ccccc1)c1ccc(Br)o1	-1	-1%	0	0%	.	1.9%	5%	22	0
O=c1[nH]c(C2CCN(S(=O)(=O)c3ccccc3C(F)(F)F)CC2)nc2c1nnn2Cc1ccccc1	-10	-2%	3	10%	-5	0.5%	-2%	15	6
Cc1nn(C)c2c1c(-c1ccccc1)cc(=O)n2Cc1ccccc1F	23	-2%	0	-5%	-26	-0.7%	-5%	16	27
CCc1cc(-c2n[nH]c(C)c2Oc2ccc(C(C)C)cc2)c(O)cc1O	-1	10%	-3	2%	-14	1.0%	-11%	23	2
O=C(Cn1c(=O)c2ccccc2n(CC(=O)Nc2ccc(F)cc2)c1=O)NCCc1ccccc1	6	0%	-3	-11%	.	-1.0%	0%	-2	21
COc1ccc(C)cc1NC(=O)COC(=O)C1CC1	1	-5%	4	3%	12	0.4%	-3%	21	-3
CCCc1noc(-c2ccc(NCc3ccccc3OC)c([N+](=O)[O-])c2)n1	7	-3%	-2	1%	.	1.5%	-1%	-5	1
CC(=O)Nc1ccc(S(=O)(=O)Nc2nc(C)nc3sc4c(c23)CCC4)cc1	-2	-3%	-3	9%	11	0.0%	-5%	-14	3
CCOc1ncccc1C(=O)OCC(=O)NCCc1ccccc1	.	-2%	0	4%	0	-0.7%	2%	0	1
C=CCOc1ccccc1CN1CCCCCC1	1	0%	-5	-5%	-25	-0.7%	-2%	-4	2
Cc1cc(C(=O)NNC(=O)c2sccc2C)c(C)o1	13	-3%	-14	-9%	-15	0.4%	0%	-1	4

Screening data deposited in PubChem by National Center for Advancing Translational Sciences (NCATS).
